# TAG inh: triacylglycerol accumulation inhibition | H9c2 cells, Nile Red lipid (TAG) fluorescence; cells loaded with 200 µM oleic acid | inhibition, % at 12.5 µM | actives 0.66% (n = 230,000);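 active = pattern-corrected inhibition of lipid staining of at least 50% with the nuclear-stain viability signal not falling by more than 50%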;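 also: 0% = DMSO wells and 100% = triacsin C control wells; some results filed as inactive read as strong as hits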
# TAG inh DAPI viability: further read-out of TAG inh, marked with its call; DAPI nuclei signal change (viability), lower = more cytotoxic, %;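 whole-well DAPI fluorescence read on a plate reader as a viability signal; minus 50 percent equals half of cells still viable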
# * hit, by the source's call; & = joins results of further samples.
# Values run as follows: TAG inh	TAG inh DAPI viability
CCNC(=O)Nc1cc2nc(C)n(Cc3ccc(Br)cc3)c2nc1C
 : -24	9
COc1ccc2c3n([n+]([O-])c2c1)CCN=C3c1ccc(Cl)cc1
 : -6	-1
CCC(OC(=O)c1nsc(Cl)c1Cl)C(=O)NC(C)(C)CC (stereo not given)
 : 4	-4
CCOC(=O)c1ccccc1NC(=O)COC(=O)CCNS(=O)(=O)c1ccc(C)c(C)c1
 : -6	-3
CCCCS(=O)CC(CS(=O)CCCC)OC(=O)c1ccccc1 (stereo not given)
 : 4	27
Cc1c(C(=O)O)oc2c1C(O)CC(C)(C)C2 (stereo not given)
 : -3	6
COCCNC(=S)N1CCC2CC1c1c(Cl)cccc12 (stereo not given)
 : -2	-6
CC1CN(S(=O)(=O)c2cn(C)c(=O)n(C)c2=O)CC(C)O1 (stereo not given)
 : -2	4
CCn1cc(C2=NC(CC(C)C)CO2)c2ccccc21 (stereo not given)
 : -31	9
O=C(NCCC(=O)N1CCN(c2ccccc2O)CC1)c1ccc(Cl)cc1
 : -20	6
Cc1ccc2c(c1)-c1c(cnn1CC(=O)N(CCC#N)c1ccccc1)CO2
 : 2	10
O=C(NNC(=O)C12CC3CC(CC(O)(C3)C1)C2)c1csc(N2CCOCC2)n1
 : -11	1
C=C[C@@H]1c2cc(C)ccc2N(S(=O)(=O)c2ccc(C)cc2)[C@H](c2ccc(OC(C)=O)cc2)C1(C#N)C#N
 : 26	-18
O=C(Nc1ccccn1)c1ccc(Cl)c(S(=O)(=O)N2CCc3ccccc32)c1
 : 7	-8
Cc1cc[n+](CC(=O)c2cccc([N+](=O)[O-])c2)c2ccccc12
 : -5	-7
Brc1ccc(-c2cnnc(N3CCCC3)n2)cc1
 : 13	-14
COC(=O)c1cc(S(=O)(=O)NCc2ccccc2Cl)c[nH]1
 : -4	-3
O=C(COC(=O)c1cc(Cl)ccc1O)Nc1ccccc1C(=O)NC1CC1
 : 6	-32
COc1cc(N=Cc2c(O)c3ccccc3oc2=O)c(OC)cc1Cl
 : 19	-7
Cc1ccccc1C1=Nn2c(nnc2-c2ccco2)SC1
 : 5	0
CC(=O)c1csc(-c2ccccc2)n1
 : 21	1
CCN(CC)S(=O)(=O)c1cc(NC(=O)C(CC(C)C)NC(N)=O)ccc1C (stereo not given)
 : -4	1
CC(C)(C)NC(=O)CN(C(=O)C1CSC(=O)C1)c1ccccc1F (stereo not given)
 : 2	1
CS(=O)(=O)N1CCC(NC(=O)Nc2ccc(OC(F)(F)F)cc2)CC1
 : -13	3
COc1ccc(-c2ccc3c(c2)S(=O)(=O)c2cccc(C(=O)NCCOc4ccccc4Cl)c2C3=O)cc1OC
 : 5	22
O=C(c1ccccc1)C(Nc1ccccn1)c1ccccc1 (stereo not given)
 : -1	-2
Cc1ccc(NC(=O)C2CC(=O)N(c3ccc4c5c(cccc35)CC4)C2)cc1 (stereo not given)
 : 5	0
O=C(Oc1ccccc1)c1ccc(COC(=O)c2cnccn2)cc1
 : -9	17
O=C1CN(CC(=O)Nc2ccc(Cl)cc2)CCN1
 : 13	-1
CCOC(=O)C(=O)N(C)c1c(CC)nc2c(OCc3ccccc3OC)cccn12
 : -10	2

# Compound profiles (already shown). Order of screens: TAG inh | TAG inh DAPI viability
# Shown for Cc1cc[n+](CC(=O)c2cccc([N+](=O)[O-])c2)c2ccccc12 = -5 | -7
# Shown for Cc1ccccc1C1=Nn2c(nnc2-c2ccco2)SC1 = 5 | 0
# Shown for O=C(COC(=O)c1cc(Cl)ccc1O)Nc1ccccc1C(=O)NC1CC1 = 6 | -32
# Shown for Cc1ccc(NC(=O)C2CC(=O)N(c3ccc4c5c(cccc35)CC4)C2)cc1 (stereo not given) = 5 | 0
# Shown for CC(=O)c1csc(-c2ccccc2)n1 = 21 | 1

# Later entries:
# Values run as follows: TAG inh	TAG inh DAPI viability
CCOC(=O)C1=C(C)NC(C)=C(C(=O)OCC)C1c1ccc([N+](=O)[O-])s1
 : -30&-18	-1&41
O=C(N/N=C/c1ccco1)c1ccc(OCc2ccccc2)cc1
 : 6	4
O=C(CSc1ccc2c(c1)OCCO2)N1CCN(c2ccccc2)CC1
 : -7	7
O=C(/C=C/c1ccc(Cl)cc1)NC(=S)Nc1ccc(CN2CCOCC2)cc1
 : 25	-14
CCOc1ccccc1N1C(=O)c2ccc(C(=O)Nc3cccnc3)cc2C1=O
 : 0	-11
CCc1cc(-c2nnn(CCC3COCCO3)c2CC)cc(CC)c1-c1cn(CCc2c[nH]c3ccccc23)nn1 (stereo not given)
 : -4	-9
CC(=O)c1c(C)[nH]c(C(=O)OC2CCOC2=O)c1C (stereo not given)
 : -9	-5
CCOC(=O)c1cccc(NC(=O)CSc2nnc(-c3ccncc3)n2CCCOC)c1
 : -8	19
COC(=O)c1ccc(CNC(=O)C2CCC(=O)N(CCN3CCOCC3)C2)cc1 (stereo not given)
 : -12	-6
O=C(NCC1CCCO1)c1ccc(Oc2ccc([N+](=O)[O-])cc2)cc1 (stereo not given)
 : -2	8
O=C1CN(C(=S)NC(=O)c2ccc(-c3ccccc3)cc2)CCN1
 : 0	-8
O=C(O)CCN(CCC(=O)O)c1nnc(SCc2ccccc2)s1
 : -3	2
O=C(COC(=O)Cc1ccc(Br)cc1)NC12CC3CC(CC(C3)C1)C2
 : -17	4
CC1CCCC(C)N1CCNC(=O)CCc1nnc2n(Cc3ccccc3)c(=O)c3ccccc3n12 (stereo not given)
 : 2	0
C=CCc1ccc(OCCOCCN(C)C)c(OC)c1
 : 12	-4
C[C@@H]1CN([C@@H](C)CO)S(=O)(=O)c2ccc(-c3ccc(C#N)cc3)cc2O[C@@H]1CN(C)Cc1ccccn1
 : -3	-7
COc1ccc(C2=NN(C(=O)c3cccs3)C(O)(C(F)(F)F)C2)cc1 (stereo not given)
 : 2	-2
Cc1ccc(CSC2=NCCN2C(=O)c2ccco2)cc1
 : -4	4
O=c1[nH]c2cc(Cl)c(Br)cc2o1
 : -2	3
Cc1cccc(NC(=O)c2ccc(S(=O)(=O)NCc3ccco3)cc2)n1
 : -17	3
COC(=O)c1ccc(NC(=O)c2ccc(OC(C)=O)c(OC)c2)cc1
 : -12	3
O=C(CSc1nnc(-c2ccncc2)n1Cc1ccco1)Nc1ccccc1Cl
 : -13	6
O=[N+]([O-])c1ccc(N2CCN(S(=O)(=O)c3ccccc3)CC2)cc1NCCN1CCOCC1
 : 15	10
C[C@@H](C(=O)OCC(=O)NCCc1ccc(S(N)(=O)=O)cc1)N1C(=O)C2CCCCC2C1=O (stereo not given in full)
 : 1	1
COc1ccccc1C(=O)Nc1ccc2c(c1)C(=O)NC2=O
 : 5	0
CCN(CC)C(=O)C1=C(C)N(Cc2ccccc2)C(=O)C(CC(=O)NCc2cccc3ccccc23)C1 (stereo not given)
 : 11	8
O=C(CCC1CCCN(C(=O)c2cccc(F)c2)C1)N1CCN(c2ccccn2)CC1 (stereo not given)
 : 0	3
COc1ccc(-c2nn(-c3ccccc3)cc2/C=C(\CC(=O)O)c2nc3ccccc3s2)cc1OC
 : 7	-5
CCC(C)NS(=O)(=O)c1ccc(NS(C)(=O)=O)cc1 (stereo not given)
 : 11	-14
CCOC(=O)Cn1c(=O)oc2cc(S(=O)(=O)NCc3ccccn3)ccc21
 : -4	1
COc1ccc(C2(SCC(N)C(=O)O)c3ccccc3-c3ccccc32)cc1 (stereo not given)
 : -4	-7
CCOC(=O)c1sc(N)c(C(=O)OC)c1C
 : -6	-3
Cc1ccc(S(=O)(=O)CCC(=O)OCC(=O)N(Cc2ccccc2)C(C)C)cc1
 : -3	6
CCOC(=O)C1=C(C)NC(C)=C(C(=O)OCC)C1c1ccc(OC)c(OC)c1
 : 4	2
CCOC(=O)N1CCN(C(=O)c2ccc3oc(CCc4ccccc4)nc3c2)CC1
 : 10	6
Cc1cc(Oc2ccc(OCC(N)=O)nn2)nc(Cl)n1
 : -14	6
CC(=O)c1cccc(NC(=O)Cn2nc(-c3ccccc3Cl)ccc2=O)c1
 : 9	-13
CC1=C(C(=O)N2CCOCC2)CC(CC(=O)NCc2cccc3ccccc23)C(=O)N1CCCN1CCCC1=O (stereo not given)
 : -12	-3
CC1(C)C[C@H]2C3=CCC4[C@@]5(C)CC[C@H](O)[C@](C)(CO)C5CC[C@@]4(C)[C@]3(C)C[C@H]3O[C@@H]1[C@H](O)[C@]32CO (stereo not given in full)
 : 13	4
CCn1cc(C2CC(=O)NC2=O)c2ccccc21 (stereo not given)
 : 3	4
CCn1c(SCC(=O)Nc2sc3c(c2C#N)CCC(C(C)(C)C)C3)nnc1-c1ccco1 (stereo not given)
 : -12	9
O=C(O)c1ccccc1N/N=C\c1ccnc2ccccc12
 : -10	0
CC[C@@]1(C(=O)OC)N[C@H](CN(C)C(=O)COc2ccccc2)[C@@H]2C(=O)N(Cc3ccccc3)C(=O)[C@@H]21
 : 0	2
O=C1c2ccccc2[C@@H]2C[C@@H](O)[C@H](Nc3ccccc3-c3ccccc3)CCN12
 : -8	-3
CCOc1ccc2c(c1)n([O-])c1c([n+]2=O)CCCC1
 : 8	-3
COc1ccc(NC(=O)CN(C)C(=O)c2cn(-c3ccccc3)nc2-c2ccc(F)cc2)cc1
 : 10	-1
CCc1nc(CNC(=O)C2CCC(=O)N(CCc3ccc(OC)cc3)C2)cs1 (stereo not given)
 : 3	2
O=C(NCC1CCCN1S(=O)(=O)c1cccs1)c1cccc(Cl)c1 (stereo not given)
 : -20	2
CC1=Nc2ccc(C)c3nc(C)cc(c23)N1c1ccc(C)cc1
 : -9	34
COc1ccccc1C(CCN(Cc1cccs1)C(C)=O)c1ccco1 (stereo not given)
 : -9	9
CC(C)c1ccc(N2C(=O)/C(=C/N(C)C)SC2=S)cc1
 : 8	-1
Cn1c(CC2Sc3ccccc3NC2=O)nnc1SCC(=O)c1ccc(Cl)cc1 (stereo not given)
 : 4	8
Cc1c(CNCCC2=CCCCC2)c(C(=O)O)c(C)n1Cc1ccccc1
 : -6	10
Cc1cccc(NS(=O)(=O)c2ccc(C(=O)N3CCC3)cc2)c1C
 : -16	2
CC1CCCC(C)N1C(=O)Cn1cc(/C=C2/C(=O)Nc3ccccc32)c2ccccc21 (stereo not given)
 : 15	-9
O=C(NCCOc1ccccc1)c1cc2ccccc2o1
 : -9	-1
Cn1nc(C(=O)Nc2nc3ccccc3[nH]2)ccc1=O
 : 11	-11
COc1ccccc1OCCCOc1ccc([N+](=O)[O-])cc1Cl
 : -15	1
Cc1ccc(N(CC(=O)N(C)Cc2ccccc2)S(C)(=O)=O)cc1C
 : -8	-4
Cc1c(C(=O)N2CCN(c3ccccc3)CC2)oc2c(Cl)cccc12
 : -50	-5

# Taken from above.
# `CCc1nc(CNC(=O)C2CCC(=O)N(CCc3ccc(OC)cc3)C2)cs1` (stereo not given) in TAG inh DAPI viability shows 2
# `COc1ccc(NC(=O)CN(C)C(=O)c2cn(-c3ccccc3)nc2-c2ccc(F)cc2)cc1` in TAG inh shows 10
# `CC1=Nc2ccc(C)c3nc(C)cc(c23)N1c1ccc(C)cc1` in TAG inh DAPI viability shows 34
# `CC1=C(C(=O)N2CCOCC2)CC(CC(=O)NCc2cccc3ccccc23)C(=O)N1CCCN1CCCC1=O` (stereo not given) in TAG inh shows -12
# `Cn1c(CC2Sc3ccccc3NC2=O)nnc1SCC(=O)c1ccc(Cl)cc1` (stereo not given) in TAG inh shows 4
# `CCOC(=O)N1CCN(C(=O)c2ccc3oc(CCc4ccccc4)nc3c2)CC1` in TAG inh shows 10
# `CC[C@@]1(C(=O)OC)N[C@H](CN(C)C(=O)COc2ccccc2)[C@@H]2C(=O)N(Cc3ccccc3)C(=O)[C@@H]21` in TAG inh DAPI viability shows 2

# More results
# Values run as follows: TAG inh	TAG inh DAPI viability
COc1ccc(S(=O)(=O)NCCc2csc(C)n2)cc1C
 : -14	6
Cc1ccc(COC(=O)c2cc(S(=O)(=O)N3CCOCC3)ccc2C)cc1
 : 19	-13
O=C(NCCN1CCOCC1)c1ccc(=O)n(Cc2ccc(Cl)cc2)c1
 : -7	11
NC(=O)c1ccc(Cn2c(C(=O)c3ccc(Cl)cc3)c3ccccc3[n+]2[O-])cc1
 : -8	2
Cc1ccc(C)c(-n2nnnc2Sc2nnnn2-c2ccccc2)c1
 : -10	-4
Fc1ccc(C2N(c3ccccc3)C(=S)N3CCCN23)cc1 (stereo not given)
 : 2	3
CCOC(=O)N1CCN(CC(=O)N2CCC(C(N)=O)CC2)CC1
 : 6	-7
Cc1ccc(NC(=O)c2ccccc2-c2ccccc2C(=O)O)cc1C
 : 7	1
Cn1c(=O)c2c([nH]c(=O)n2C)n(C)c1=O
 : 12	-2
Cc1cc(S(=O)(=O)N2CCN(c3c(C)cccc3C)CC2)ccc1F
 : 9	-14
Cc1ccc(-n2ncc3c2CCCC3NC(=O)CCn2ccnc2C)cc1C (stereo not given)
 : -13	7
CC(=O)c1ccc(-c2cnc3c(NC=O)cc(-c4cccc(C(=O)N(C)C)c4)cn23)cc1
 : 9	4
Cn1c(CN2CCN(CCO)CC2)c(C#N)c2ccccc21
 : -3	7
COc1cccc(CC(=O)OCC(=O)N(C)CC(=O)Nc2ccccc2Cl)c1
 : 3	-5
CC(CNC(=O)CC(C)(C)C)NC(=O)CC(C)(C)C (stereo not given)
 : 3	19
Cc1ccc(C)c(S(=O)(=O)N(C(=O)c2ccncc2)c2ccc(OC(=O)c3ccncc3)cc2)c1
 : -16	-9
CCCCOc1ccc(CSC2=NCCN2)cc1[N+](=O)[O-]
 : 56*	-32*
COC(=O)[C@@H](NS(=O)(=O)c1cc(Br)ccc1Br)C(C)C
 : 6	-10
Cc1ccc(C(C)NC(=O)c2cccs2)cc1C (stereo not given)
 : 1	-9
COc1cccc(CNC(=O)c2cccc(S(=O)(=O)N3CCN(C)CC3)c2)c1
 : 3	5
Cc1ccc(S(=O)(=O)Nc2ccc(C(N)=O)cc2)cc1[N+](=O)[O-]
 : 6	-7
O=C(NCc1ccco1)c1cccn2c(=O)c3c4c(sc3nc12)CCCC4
 : 12	12
CC(=O)NCCC(=O)Nc1cc(S(=O)(=O)N2CCOCC2)ccc1N1CCCC1
 : 0	6
CC(CNC(=O)COC(=O)c1cccnc1Cl)c1ccccc1 (stereo not given)
 : 4	4
COc1ccc(NC(=O)C2(C)CCN2Cc2ccccc2OC(F)F)cc1OC (stereo not given)
 : -23	11
O=C(O)CCSC(=S)N1CCOCC1
 : 0	9

# Some of the compounds tested; the hit share may differ from the screen's.
